DAX1 inh-1 = blocks DAX1 repression of SF-1 activated StAR promoter. HEK293T StAR-luciferase reporter, SF-1/DAX-1 repression relief. inhibition, % at 6.8 µM. 1.1% of 370,000 active. AID 652010;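 active = inhibition above the mean over all tested compounds plus 3 SD, cut at about 3.6% in these data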;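 note: 0% = DAX-1 cells with DMSO and 100% = cells lacking DAX-1 with DMSO; higher inhibition means more luminescence from relief of DAX-1 repression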
hcDAF12 agonist = H. contortus DAF-12 activation, primary screen. HEK293 hcDAF-12 lit1-tk-luc reporter, luminescence; 0% DMSO, 100% Δ7-dafachronic acid. activation, % at 6.8 µM. 1.4% of 370,000 active. AID 652067;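 active = activation above the mean of all tested compounds plus 3 SD, cut at about 5.5% in these data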;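 note: 100% = response to 3 µM Δ7-dafachronic acid high control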
DAX1 inh-2 = inhibitors of human orphan nuclear receptor DAX1 (NR0B1) | HEK293 Gal4-DAX1 luciferase reporter, luminescence | inhibition, % at 6.75 µM | 0.99% of 340,000 active | AID 504766;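 active = inhibition above the mean over all tested compounds plus 3 SD, cut at about 4.2% in these data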;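 note: 0% = DAX1-transfected cells with DMSO and 100% = empty-vector control cells with DMSO; inhibition shows as a rise in luminescence from relieved DAX1 repression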
PLCg1 inh = PLC-gamma1 (human) inhibition, primary screen; P19174; purified PLC-gamma1, fluorogenic substrate, fluorescence; inhibition, % at 12.2 µM; 0.84% of 370,000 active; in the data active = inhibition above about 9.5%
ssDAF-12 act = S. stercoralis DAF-12 activation, primary screen | HEK293 ssDAF-12/GRIP1 lit1-tk-luc reporter, luminescence; % of 3 µM dafachronic acid response | activation, % at 6.8 µM | 1% of 370,000 active | AID 652126;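 active = activation above the mean over all tested compounds plus 3 SD, cut at about 0.9% in these data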;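 note: 0% = DMSO-only wells and 100% = 3 µM delta7-dafachronic acid wells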
MBD2 DNA inh = inhibitors of human MBD2 binding to methylated oligonucleotide; TR-FRET; inhibition, % at 4.4 µM; 0.31% of 370,000 active; AID 686964; in the data active = inhibition above about 13%
SMARCA2 activ = activators of SMARCA2 function. MG213 cells, MMTV-luciferase reporter, dexamethasone, overnight. activation, % at 9.1 µM. 1% of 370,000 active; in the data active = activation above about 7.8%;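 note: 0% = vehicle wells and 100% = reference activator wells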
ADAM17 inh = ADAM17 inhibition, QFRET primary screen; P78536; recombinant ADAM17, EDANS/DABCYL FRET peptide cleavage; inhibition, % at 6.95 µM; 0.83% of 370,000 active; AID 720648;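 active = inhibition above the mean of compounds lying between control limits plus 3 SD, set per campaign, cut at about 8.5% in these data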;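 note: 0% = DMSO-only wells as the low control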
hgDAF-12 ag = agonists of H. glycines DAF-12 nuclear receptor. activation, % at 6.8 µM. 1.8% of 370,000 active. HEK293 GAL4-hgDAF12 UAS-luciferase reporter, agonist luminescence; normalized to butyrate control. AID 687014;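 active = activation above a cutoff set at the mean of all screened compounds plus 3 SD, cut at about 10% in these data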;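 note: 0% = DMSO wells and 100% = sodium butyrate wells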
NR1D1 modulator = modulators of human Rev-erb alpha DNA binding; 0.79% of 370,000 active; Rev-erbα–FITC-DNA binding, fluorescence polarization, 90 min; activity, % at 10 µM;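 active = activity above about 14%, limit read from the data; passing the limit was not always enough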;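 note: 0% = DMSO wells with 35 nM protein and 100% = DMSO wells with 750 nM protein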
PLC-beta3 inh = inhibitors of human phospholipase C beta3 | AID 720704 | Q01970 | 0.18% of 370,000 active | Purified PLC-beta3, fluorogenic substrate, fluorescence | inhibition, % at 12.2 µM; in the data active = inhibition above about 11%;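 note: 0% = median of compound wells on plate and 100% = full blocker control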
The depositor's hits bear a star; i = inactive; x = not tested or not shown.

Every second line gives: DAX1 inh-1 | hcDAF12 agonist | DAX1 inh-2 | PLCg1 inh | ssDAF-12 act | MBD2 DNA inh | SMARCA2 activ | ADAM17 inh | hgDAF-12 ag | NR1D1 modulator | PLC-beta3 inh
- COc1ccc(S(=O)(=O)c2c(O)c3ccc(C(=O)Nc4ccc(F)cc4)cc3[nH]c2=O)cc1
    1.0 | 0.6 | -0.5 | -4 | -1.2 | -5 | -3 | -4 | 0.3 | 4 | -7
- NS(=O)(=O)c1ccc(CNC(=O)C(Cc2ccccc2)NS(=O)(=O)c2ccccc2F)cc1 (stereo not given)
    0.3 | -1.5 | -0.7 | 6 | -0.9 | 3 | 1 | 0 | -1.0 | 6 | -2
- O=C(NC(=S)NCCc1ccccc1)c1cccc(Cl)c1
    0.9 | 2.6 | -0.8 | 1 | -1.1 | 0 | 2 | 2 | 2.8 | -5 | -4
- O=[N+]([O-])c1cc(/C=N/n2cnnc2)ccc1N1CCCC1
    -1.3 | -2.7 | 0.6 | 8 | -1.6 | -12 | -5 | 3 | -0.7 | 7 | 10
- Cc1cc(-c2cc(C(=O)NCc3ccccc3)on2)nc(NCC2CC2)n1
    0.2 | -0.4 | -0.1 | -21 | -1.7 | -3 | 0 | -2 | -0.8 | -3 | -32
- CCOC(=O)N1CCN(C(=O)C2CCC(=O)N(CCc3ccccc3)C2)CC1 (stereo not given)
    -1.4 | -0.5 | 2.1 | 0 | -1.0 | -2 | 0 | -1 | 1.9 | 1 | -3
- CC(=O)c1cccc(NC(=S)NC(=O)c2cncc(Br)c2)c1
    -0.4 | 0.5 | 1.5 | 1 | 0.2 | -2 | 4 | -2 | 4.6 | 1 | -6
- CCN(CC)CCOC(=O)c1ccc(NC(=O)c2ccc(Cl)c(S(=O)(=O)N3CCCCCC3)c2)cc1
    -1.0 | -1.2 | 0.5 | 1 | -2.2 | 0 | -6 | -3 | 0.2 | 2 | -8
- Cn1c(=O)c2sccc2n(Cc2ccccc2)c1=O
    0.1 | 1.3 | 2.9 | 1 | -0.9 | -2 | -4 | 4 | -2.4 | 3 | 3
- O=C(NCc1ccccc1)c1ccccc1NC(=O)C1CCCCC1
    0.0 | -1.0 | 0.1 | -1 | -1.1 | 5 | -1 | 1 | -2.1 | -4 | -12
- CC(=O)c1sc(N/N=C\c2ccc(Br)cc2)nc1C
    1.8 | -0.3 | 0.8 | -500 | -0.8 | 1 | 2 | -2 | 7.7 | -3 | i
- COc1ccc(NC(=O)CC2C(=O)N(c3ccc(OC)cc3)C(=O)N2Cc2ccc(OC)c(OC)c2)cc1 (stereo not given)
    1.3 | -2.1 | 0.5 | 1 | -1.7 | 2 | 0 | -4 | -2.5 | -3 | -5
- CC(=O)c1ccc(N2CCN(C(=O)CN(C)S(=O)(=O)c3cnc[nH]3)CC2)cc1
    -0.2 | -1.4 | 0.0 | -4 | -1.1 | -6 | 5 | -2 | 3.8 | x | -6
- CCCC1CCC2(CCCN2CCOC(=O)Nc2cccc(Cl)c2)CC1 (stereo not given)
    x | 1.7 | x | 2 | -1.4 | 2 | x | 0 | 2.0 | 1 | 2
- CN1C(C(=O)NCc2ccco2)CC2Cn3c(nc4cc5ccccc5cc43)C21 (stereo not given)
    0.8 | 1.4 | -1.1 | -11 | -1.3 | -5 | 2 | -5 | 0.7 | -6 | -16

Already shown: an excerpt of the list.
Every second line gives: DAX1 inh-1 | hcDAF12 agonist | DAX1 inh-2 | PLCg1 inh | ssDAF-12 act | MBD2 DNA inh | SMARCA2 activ | ADAM17 inh | hgDAF-12 ag | NR1D1 modulator | PLC-beta3 inh
- COc1ccc(S(=O)(=O)c2c(O)c3ccc(C(=O)Nc4ccc(F)cc4)cc3[nH]c2=O)cc1
    1.0 | 0.6 | -0.5 | -4 | -1.2 | -5 | -3 | -4 | 0.3 | 4 | -7
- NS(=O)(=O)c1ccc(CNC(=O)C(Cc2ccccc2)NS(=O)(=O)c2ccccc2F)cc1 (stereo not given)
    0.3 | -1.5 | -0.7 | 6 | -0.9 | 3 | 1 | 0 | -1.0 | 6 | -2

(continued)
Every second line gives: DAX1 inh-1 | hcDAF12 agonist | DAX1 inh-2 | PLCg1 inh | ssDAF-12 act | MBD2 DNA inh | SMARCA2 activ | ADAM17 inh | hgDAF-12 ag | NR1D1 modulator | PLC-beta3 inh
- CCOc1ccc(/C=N/NC(=O)c2ccc3nc[nH]c3c2)cc1OC
    -0.1 | -0.8 | 1.4 | -34 | -0.9 | -1 | 6 | 0 | 4.1 | 3 | -40
- CCc1ccc(NC(=O)C2CCN(c3ncnc4c3nc3n4CCCCC3)CC2)cc1
    0.4 | -1.6 | -0.1 | -1 | -1.0 | 0 | 2 | -2 | -0.1 | 3 | -5
- CCOC(=O)/C(C(=O)Nc1ccccc1Br)=C1/NC(C)(C)Cc2ccccc21
    0.9 | -0.2 | -0.8 | -1 | -1.4 | -3 | 0 | -3 | 0.8 | -4 | 0
- NS(=O)(=O)c1ccc(CNC(=O)c2cnccn2)cc1
    -0.3 | -1.1 | 3.6 | 2 | -0.7 | -1 | -1 | -1 | -0.2 | 0 | -1
- COCCn1c(-c2cccs2)nc2nc3ccccc3nc21
    0.1 | 4.4 | -1.7 | i | -1.1 | -4 | 2 | i | -0.1 | 0 | i
- Cc1ccc(C(=O)CCC(=O)NCc2ccccc2)cc1
    -1.7 | 0.6 | 0.6 | 1 | -0.8 | 4 | -1 | 3 | 1.3 | -4 | 0
- O=C(Oc1cccc(NC2=NS(=O)(=O)c3ccccc32)c1)c1cccnc1
    0.5 | -1.4 | 1.1 | 5 | 0.0 | 1 | -2 | -5 | -2.0 | 8 | -6
- O=c1[nH]c2ccc(F)cc2[nH]c1=O
    -0.1 | -1.2 | -0.1 | -34 | -0.2 | 0 | -1 | -13 | 2.2 | 3 | -38
- COc1cc(C(=O)N(CCCO)Cc2cc3ccc(C)c(C)c3[nH]c2=O)cc(OC)c1OC
    0.1 | -0.3 | -0.1 | -5 | -1.2 | -1 | -2 | -12 | 0.4 | -7 | -6
- COc1cccc(CN2CCNC(=O)C2CC(=O)NC2CCOCC2)c1OC (stereo not given)
    0.4 | -1.7 | 0.9 | -5 | -0.8 | 2 | -1 | -2 | -0.7 | -1 | -5
- CCOc1ccccc1NC(=O)C1Cc2ccccc2CN1S(C)(=O)=O (stereo not given)
    -0.4 | 1.9 | 1.8 | -1 | -0.5 | 3 | -1 | -5 | 1.9 | 2 | -3
- CN(CCN1CCOCC1)Cc1nc(-c2ccc3c(c2)OCO3)no1
    0.5 | 0.4 | -0.6 | 0 | -1.6 | 2 | 0 | -1 | 3.3 | -5 | -4
- CC1(C(=O)NS(=O)(=O)c2cccs2)CCN1C(=O)Cc1ccc(-c2ccccc2)cc1 (stereo not given)
    0.8 | 1.8 | x | 0 | -0.5 | 3 | -2 | -6 | 0.9 | 0 | -3
- COC(=O)c1ccc(C(=O)O)nc1
    -0.4 | -1.1 | 0.5 | 3 | -0.1 | 0 | 3 | -1 | -1.2 | 5 | -5
- CCOC(=O)N1CCC(NC(=O)c2cc3c(C)nc4ccccc4c3o2)CC1
    -1.5 | -4.0 | -1.6 | -2 | -1.5 | 3 | -2 | -4 | -2.4 | 6 | 0

The listing continues:
| Compound | DAX1 inh-1 | hcDAF12 agonist | DAX1 inh-2 | PLCg1 inh | ssDAF-12 act | MBD2 DNA inh | SMARCA2 activ | ADAM17 inh | hgDAF-12 ag | NR1D1 modulator | PLC-beta3 inh |
| --- | --- | --- | --- | --- | --- | --- | --- | --- | --- | --- | --- |
| Cc1ccc(S(=O)(=O)N(C)C[C@@H]2Oc3ccc(NS(=O)(=O)c4ccccc4)cc3CC(=O)N([C@@H](C)CO)C[C@H]2C)cc1 | 0.6 | -0.7 | -0.7 | 8 | -1.2 | 1 | -1 | 10* | -0.1 | -3 | 9 |
| Cc1ccc(C(=O)NCC(=O)NC2CCCC2)cc1 | 0.5 | 0.8 | -0.5 | -16 | -1.1 | 1 | 2 | 1 | -1.0 | 1 | -5 |
| CCN(CC)CCNc1cccc2sc3ccccc3c(=O)c12 | 0.1 | 2.4 | 2.3 | -3 | -1.4 | -1 | 4 | 0 | 3.8 | 11 | -21 |
| CN(CC(=O)NCCCN1CCOCC1)S(=O)(=O)c1ccc(Cl)cc1 | -1.0 | -1.4 | -2.9 | 1 | -1.3 | 5 | -4 | -5 | 1.2 | -1 | 2 |
| CNC(=O)c1ccc(-c2sc3nc(N4CCOCC4)c4c(c3c2N)CC(C)(C)OC4)o1 | -0.7 | -2.5 | -0.5 | i | -1.4 | 0 | -5 | -51 | -2.5 | 1 | i |
| CN(C)Cc1c(C(=O)N/N=C/c2cccc(OCc3c(F)cccc3Cl)c2)nnn1-c1nonc1N | -0.1 | 2.2 | -0.1 | -1 | -1.1 | 1 | -3 | -3 | 0.9 | 5 | -10 |
| CC(COc1ccccc1)N1CCC(CO)(CCc2ccccc2)CC1 (stereo not given) | 0.2 | 0.5 | 0.7 | -1 | -1.4 | 1 | -3 | -5 | -0.7 | 0 | 0 |
| O=c1c2[nH]c3ccc(F)cc3c2ncn1CCCN1CCOCC1 | 0.7 | -0.9 | 0.2 | -4 | -0.9 | 0 | 1 | -17 | 1.4 | -3 | -5 |
| COc1ccc(C)cc1N(CC(=O)N/N=C/c1ccccc1C(=O)O)S(=O)(=O)c1ccccc1 | 0.1 | -0.5 | -1.1 | 3 | -1.3 | 3 | -5 | 2 | -1.2 | -2 | 8 |
| COc1ccc(CN2CCC(CO)(Cc3ccccc3)CC2)cc1Cn1cccn1 | -0.6 | -1.5 | 0.7 | 2 | -1.0 | 1 | -1 | -1 | -3.5 | -1 | 2 |
| CC(Oc1ccccc1)C(=O)Nc1cc(Cl)ccc1-n1cncn1 (stereo not given) | -0.4 | 2.0 | -0.3 | 1 | 0.4 | 3 | -1 | -3 | 1.7 | 0 | 1 |
| COc1ccc(OC)c(N(CC(=O)NCCSCc2ccco2)S(=O)(=O)c2ccccc2)c1 | 0.0 | -2.5 | -1.8 | 5 | -0.8 | -2 | -1 | 5 | -1.1 | -2 | -4 |
| Cc1ccc(C)c(NC(=O)CCn2nc(C)cc2C)c1 | -0.2 | 0.0 | 0.4 | 3 | -0.9 | -1 | 3 | -1 | 1.2 | -3 | 3 |
| C[C@@H]1CCCCO[C@@H](CN(C)C(=O)c2ccccc2)[C@@H](C)CN([C@H](C)CO)C(=O)c2cc(N(C)C)ccc2O1 | 0.0 | 0.8 | 1.4 | -15 | -1.8 | 1 | -1 | -4 | 0.7 | -6 | -18 |
| CCOc1cccc(OCCNC2CCCC2)c1 | 0.1 | -0.9 | 1.1 | 2 | -0.9 | 0 | -2 | -4 | 1.1 | 2 | 0 |
| CCCS(=O)(=O)c1nc(S(=O)(=O)c2ccc(C)cc2)c(N2CCCCC2)s1 | 0.5 | -0.8 | 0.4 | 5 | -1.1 | 5 | -4 | 4 | -5.1 | 0 | 5 |
| Cc1ccc(C(=O)NCC(C)(C)O)cc1 | 1.3 | -0.9 | -0.7 | -1 | -1.3 | 6 | 2 | -1 | 0.5 | -6 | -3 |

Compound activity from PubChem.
